# FUS yeast rescue = qHTS for Suppressors of FUS Proteinopathy: Primary screen using FUS-linked yeast assay; Potency, µM (titrated, usually from 76.6 µM), inactives show top-dose growth rescue (activation), actives largely listed as activators; S. cerevisiae FUS-expressing, growth rescue, OD600, 24 h; hit rate 0.24% among 390,000; AID 1347120, 2019;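 further: plate controls were DMSO vehicle for no effect and reference control for full effect; nearly all actives have a fitted effect of over 55% in size; some results filed as inactive show a strong effect at the top dose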
#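 S. cerevisiae expressing FUS from galactose induction served as the toxicity model. Growth after 24hr at 30C, read as absorbance at 600 nm, indicates suppression of toxicity; compounds dosed at several concentrations.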
# EPAC1 ag = qHTS for Agonist of cAMP-regulated guanine nucleotide exchange factor 3 (EPAC1): primary screen; EPAC1 agonist qHTS, biochemical assay; response scale: 100% = response to 6.5 mM cAMP; Potency, µM (series often up to 154 µM), for inactives: at the highest dose activation, actives largely listed as activators; hit rate 0.073% among 360,000; further: nearly all actives have a fitted effect of over 60% in size
# Target sequence (O95398 whole entry, looked up): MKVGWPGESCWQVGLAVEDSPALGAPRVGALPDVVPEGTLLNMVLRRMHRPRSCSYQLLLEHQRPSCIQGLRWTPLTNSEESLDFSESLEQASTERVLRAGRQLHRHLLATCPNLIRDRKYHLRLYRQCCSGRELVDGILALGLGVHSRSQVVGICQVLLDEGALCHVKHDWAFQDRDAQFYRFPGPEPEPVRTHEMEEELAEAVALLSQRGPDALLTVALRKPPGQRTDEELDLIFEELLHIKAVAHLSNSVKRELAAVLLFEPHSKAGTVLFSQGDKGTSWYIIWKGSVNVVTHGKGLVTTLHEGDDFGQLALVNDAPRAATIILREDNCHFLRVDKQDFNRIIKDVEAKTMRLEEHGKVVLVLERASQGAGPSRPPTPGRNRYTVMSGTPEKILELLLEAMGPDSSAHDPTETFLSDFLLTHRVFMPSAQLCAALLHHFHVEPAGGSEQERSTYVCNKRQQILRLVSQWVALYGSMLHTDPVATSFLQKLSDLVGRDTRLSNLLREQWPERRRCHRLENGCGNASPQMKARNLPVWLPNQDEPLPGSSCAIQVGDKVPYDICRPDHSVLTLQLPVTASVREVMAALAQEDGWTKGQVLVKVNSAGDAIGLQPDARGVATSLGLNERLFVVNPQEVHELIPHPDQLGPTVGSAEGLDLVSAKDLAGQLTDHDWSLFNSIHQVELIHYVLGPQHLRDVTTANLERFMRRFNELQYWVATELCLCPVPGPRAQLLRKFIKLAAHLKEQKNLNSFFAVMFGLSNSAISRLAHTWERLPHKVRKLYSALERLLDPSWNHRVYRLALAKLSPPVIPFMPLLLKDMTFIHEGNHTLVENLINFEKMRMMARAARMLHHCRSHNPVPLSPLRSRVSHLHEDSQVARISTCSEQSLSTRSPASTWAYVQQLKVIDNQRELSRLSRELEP
#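 Nucleotide exchange by EPAC1 (100 nM) on Rap1B–BODIPY-GDP (250 nM) in the presence of 50 uM GDP is tracked fluorescently at 480/540 nm over 30 min. Signals are normalized to a 6.5 mM cAMP control.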
# aSyn rescue = qHTS of alpha-syn Inhibitors. Yeast expressing alpha-synuclein, growth rescue, BacTiter-Glo, 24 h. Potency, µM (series often up to 46.1 µM), without a hit: at the top dose growth rescue (activation), usual class: activators. hit rate 0.14% among 370,000; further: % of control where 0% means no effect; nearly all actives have a fitted effect of over 65% in size
#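 Screening used galactose-induced yeast with toxic alpha-synuclein levels, exposed to compound for 24 hr at 30 deg C. Cell growth, read with BacTiter-Glo luminescence, gave the measured signal.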
# EPAC2 antag = qHTS for Antagonist of cAMP-regulated guanine nucleotide exchange factor 2 (EPAC2): primary screen; Rap guanine nucleotide exchange factor 4 (Homo sapiens), Q8WZA2; EPAC2 GEF exchange of Rap1B-BODIPY-GDP, fluorescence; Potency, µM (doses to about 114 µM), for the others: top-dose activity, negative = inhibition, hits mostly inhibitors; hit rate 0.18% among 360,000; AID 720708, 2013; further: on the % scale 0 is the no-effect control and ±100 the full control effect; nearly all actives have a fitted effect of over 45% in size; many of its hits are not listed in these tables
# TDP-43 yeast inh = qHTS of TDP-43 Inhibitors | TDP-43 expressing yeast growth rescue, BacTiter-Glo, 24 h | Potency, µM (highest dose often 46.1 µM), for the others: top-dose growth rescue (activation), usual class: activators | hit rate 1.8% among 410,000 | AID 652104, 2013; further: % of control where 0% means no effect; nearly all actives have a fitted effect of over 50% in size
#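 Readout is BacTiter-Glo luminescence of cell growth, so inhibitors register as activators. TDP-43-expressing yeast at OD600=0.02 in galactose medium, after raffinose pregrowth to mid-log, were incubated with compound for 24 hr at 30 deg C.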
# EPAC1 antagonist = qHTS for Antagonist of cAMP-regulated guanine nucleotide exchange factor 3 (EPAC1): primary screen; Rap guanine nucleotide exchange factor 3 (Homo sapiens), O95398; EPAC1 GEF assay, Rap1b-BODIPY-GDP exchange fluorescence; Potency, µM (series often up to 115 µM), for the others: at the top dose activity change, negative = inhibition, hits mostly inhibitors; hit rate 0.14% among 360,000;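 further: plate controls were vehicle for no effect and positive control for full effect; nearly all actives have a fitted effect of over 50% in size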
# PTHR1 agonist = qHTS for PTHR1 Agonists: Primary Screen; Parathyroid hormone/parathyroid hormone-related peptide receptor (Homo sapiens), Q03431; hit rate 0.075% among 410,000; HEK293 GP2 PTHR1 cells, GloSensor cAMP luminescence, 1 h; Potency, µM (titrated, usually from 115 µM), for inactives: at the highest dose activation, actives largely listed as activators; further: nearly all actives have a fitted effect of over 55% in size; some results filed as inactive show a strong effect at the top dose; inactives centre near -15; many of its hits are not listed in these tables
#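 HEK-293-derived GP2 cells expressing PTHR1 and a GloSensor cAMP reporter, 3,000/well, plated overnight, given luciferin plus IBMX (each 0.5 mM as added) for 1 h at 37 °C, then compound for 1 h at 37 °C. Luminescence was read after 15 min at room temperature.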
# EPAC2 ag = qHTS for Agonist of cAMP-regulated guanine nucleotide exchange factor 4 (EPAC2): primary screen | EPAC2 activation, biochemical qHTS; response scale: 100% = 6.5 mM cAMP response | Rap guanine nucleotide exchange factor 4 (Homo sapiens), Q8WZA2 | hit rate 0.079% among 360,000 | Potency, µM (titrated, usually from 154 µM), for the others: top-dose activation, most hits filed as activators; further: nearly all actives have a fitted effect of over 50% in size
#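 EPAC2 (100 nM) mixed with Rap1B loaded with BODIPY-GDP (250 nM) plus 50 uM unlabeled GDP; compounds pinned in, 5 min RT, then read every 5 min for 30 min (ex 480, em 540 nm). Normalized to cAMP control.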
# An asterisk follows results filed as active; i = inactive; ? = inconclusive; . = not tested or not shown; [ ] = dose if it differs, or a comment. The call rests on the fitted dose curve; in most records, active means well fitted curve in the direction sought with a large enough effect; inconclusive means small, poorly fitted or top-dose-only effect, or another doubt; inactive means no such curve, though single readings can be large; an effect the other way counts as inactive or inconclusive. Potency means the concentration at half of the fitted maximal effect.
Compound	FUS yeast rescue	EPAC1 ag	aSyn rescue	EPAC2 antag	TDP-43 yeast inh	EPAC1 antagonist	PTHR1 agonist	EPAC2 ag
CCOc1cc(NC(=S)NCCCN2CCOCC2)c(OCC)cc1NC(=O)c1cccc(F)c1	9%	6%	-8%	1%	4%	-5%	i	6%
Cc1ccc(SC(C)C(=O)N2CCC(C(N)=O)CC2)cc1 (configuration not stated)	-2%	-7%	-2%	13%	14%	11%	-15%	-1%
COc1cc([N+](=O)[O-])ccc1NC(=O)COC(=O)C1=NN(c2ccccc2)C(=O)CC1	-20%	-9%	-2%	-18%	7%	1%	-28%	-9%
COc1ccc(NS(=O)(=O)c2ccc(C)c(C(=O)NNC(=O)c3csc(N4CCOCC4)n3)c2)cc1	20%	14%	-6%	-3%	-14%	-6%	-4%	9%
COc1ccc(Nc2nc(N)nc(CN3CCOCC3)n2)cc1	6%	-3%	2%	6%	-7%	-3%	i	-3%
O=C(NCc1ccc(F)cc1)c1cc(C2CCCN(C(=O)c3cccs3)C2)on1 (configuration not stated)	22%	11%	-1%	-5%	17%	-3%	?	14%
CCC(C(=O)OCc1csc(CC(=O)Nc2ccccc2C)n1)c1ccccc1 (configuration not stated)	39%	1%	2%	-11%	16%	-2%	-70%[inhibitor]	12%
COc1ccccc1Cc1c(-c2ccc(C)cc2)nc2c(C)cc(Br)cn12	?	-5%	11%	-1%	35µM*	-24%	i	1%
Cc1ccc(Nc2nnc(-c3ccc4c(c3)OCO4)o2)c(C)c1	-6%	1%	-5%	-12%	6%	-12%	-22%	-1%
CSc1cccc(NC(=O)Nc2nc3c(C)cccc3s2)c1	-31%	5%	-1%	2%	0%	-15%	-72%[inhibitor]	-2%
CCc1ccc(-c2cc(C(=O)N/N=C/c3c[nH]c4ccccc34)[nH]n2)cc1	?	13%	-15%	3%	-8%	-20%	-6%	14%
CN(CC(=O)Nc1ccccc1Br)C(=O)CNC(=O)c1ccc2c(c1)OCO2	2%	11%	-3%	0%	-5%	-3%	i	6%
CCn1ncc(C(=O)Nc2ccccc2C)c1C	0%	-18%	-3%	0%	5%	12%	i	1%
C[C@@H](NS(=O)(=O)c1ccc(Br)cc1F)[C@@H](O)c1ccccc1	-25%	5%	0%	5%	22%	-5%	-45%[inhibitor]	0%
CC(C)(C)c1cc2cccnc2n1Cc1cccc(Cl)c1	16%	3%	0%	-8%	-10%	-2%	-23%	-3%
COc1ccc(N2CCN(S(=O)(=O)c3ccc(OC)c(C(=O)N4CCCC4)c3)CC2)cc1	-19%	1%	-5%	18%	-17%	19%	-22%	-6%
Cc1nc2cc3ccccc3cc2s1	?	6%	2%	-7%	5%	-9%	-7%	7%
C/C(CC(=O)Nc1ccc2c(c1)OCCO2)=N\NC(=O)COc1ccccc1	15%	4%	-1%	2%	-4%	4%	-18%	10%
COCCCNC(=O)[C@@H](Cc1ccccc1)NC(=O)CC[C@H]1O[C@@H](n2ccc(=O)[nH]c2=O)[C@H](O)[C@@H]1O	-4%	6%	-4%	?	20%	3%	-5%	9%
Cc1noc(-c2ccccc2)c1NC(=O)Nc1ccc2nc([C@H]3C[C@H](O)[C@@H](CO)O3)[nH]c2c1	-27%	-8%	0%	16%	1%	-4%	1%	-5%
c1nc(N2CCOCC2)c2c3c(sc2n1)CCCC3	17%	3%	5%	0%	15%	3%	-10%[57.5 µM]	-4%
CCOC(=O)NC(=O)c1cn(N(C)c2ncc(C(F)(F)F)cc2Cl)c(=O)[nH]c1=O	1%	-12%	-2%	4%	0%	-13%	-12%	7%
CCC1=NN2C(=N)/C(=C\c3cccn3-c3ccc(OC)cc3)C(=O)N=C2S1	16%	?	8%	6%	9%	?	-9%	1%
COc1ccc(Cl)cc1NC(=O)CN(C1CCCCC1)S(C)(=O)=O	36%	7%	0%	0%	16%	-11%	0%[57.5 µM]	6%
CCCCSc1nc(C)c(C(C)=O)cc1C#N	7%	-8%	0%	-9%	?	-1%	-23%[57.5 µM]	2%
CC(C)(C)Nc1nc(SCc2ccccc2)nc(N2CCOCC2)n1	41%	1%	-3%	5%[57.1 µM]	?	1%	i	10%
CCC1(C)Cc2ccccc2-c2nc(-c3ccccc3)oc(=O)c21 (configuration not stated)	9%	2%	-15%	1%	?	6%	-6%[57.5 µM]	4%
CSC1=NCCN1C(=O)Cc1cccs1	-4%	-1%	0%	10%	21%	-6%	i	4%
CC1=NN(c2ccccc2)C(=O)/C1=C\c1cc(C)n(-c2ccccc2)c1C	.	2%	-9%	7%	-6%	6%	-23%	4%
O=C(CCNC(=O)c1ccc([N+](=O)[O-])cc1)Nc1nccs1	-2%	-6%	1%	8%	6%	-25%	i	-4%
CC(C)(C)c1nnc(NC(=O)c2ccc(Cl)nc2)s1	-11%	-5%	-10%	4%	0%	-18%	-38%[inhibitor]	8%
COc1ccccc1N1CCN(C(CNS(=O)(=O)c2ccc(C)cc2)c2cccnc2)CC1 (configuration not stated)	38%	14%	-2%	-2%	-4%	16%	-18%[57.5 µM]	0%
COc1ccc(Br)c(C(=O)N(C)CC(=O)Nc2ccc(N3CCOCC3)cc2)c1	12%	-2%	3%	-4%	-13%	-1%	i	-4%
Nc1ccc(-c2nnc(-c3ccccc3)o2)cc1	5%	-8%	-5%	4%	?	6%	-25%	0%
CCOc1ccc(-c2nn(-c3ccccc3)cc2C2NC(=O)NC(C)=C2C(=O)OC(C)C)cc1C (configuration not stated)	35%	.	6%	.	16%	.	-1%	.
CNc1nc(Nc2ccc(C(C)=O)cc2)nc(OC(C(F)(F)F)C(F)(F)F)n1	-4%	-33%[inhibitor]	0%	-3%	?	-21%	-21%	-25%
Cc1ccc2nc(Br)c3c(c2c1)OC(CBr)C3 (configuration not stated)	-12%	8%	-2%	?	3%	?	i	8%
CC1CN(S(=O)(=O)N(C)C)CCN1S(=O)(=O)N(C)C (configuration not stated)	0%	-2%	6%	4%	-7%	1%	i	-2%
CCSc1nnc(NC(=O)CSc2sc3c(O)cc(=O)[nH]c3c2C#N)s1	32%	6%	1%	-2%	-8%	?	i	-9%
O=C(NCc1ccccc1)c1ccc(NC(=O)c2ccccc2F)cc1	.	2%	5%	7%	19%	-5%	i	2%
CCOc1cc(CN2CCN(C(=O)c3ccco3)CC2)ccc1OC	-1%	5%	6%	-2%	11%	3%	i	8%
COc1ccc2nc(C)c3cc(C)oc3c2c1	1%	5%	-8%	11%	-14%	2%	-1%[57.5 µM]	7%
COc1ccccc1C1CC(=O)Oc2cc(O)ccc21 (configuration not stated)	-15%	-14%	18%	-14%	2%	-1%	-13%	6%
COc1ccc(NC(=O)CS(=O)CC(=O)NCc2cccc(C(F)(F)F)c2)cc1 (configuration not stated)	21%	-8%	4%	2%	-13%	9%	i	4%
Cc1ccc(C(C)C)c(OCCN(C)C)c1	2%	-5%	4%	7%	-2%	1%	-23%	1%

# Three compounds already listed, ordered by SMILES length, lowest first.
Compound	FUS yeast rescue	EPAC1 ag	aSyn rescue	EPAC2 antag	TDP-43 yeast inh	EPAC1 antagonist	PTHR1 agonist	EPAC2 ag
Nc1ccc(-c2nnc(-c3ccccc3)o2)cc1	5%	-8%	-5%	4%	?	6%	-25%	0%
CC(C)(C)c1nnc(NC(=O)c2ccc(Cl)nc2)s1	-11%	-5%	-10%	4%	0%	-18%	-38%[inhibitor]	8%
COc1ccc(Br)c(C(=O)N(C)CC(=O)Nc2ccc(N3CCOCC3)cc2)c1	12%	-2%	3%	-4%	-13%	-1%	i	-4%

# Following part:
Compound	FUS yeast rescue	EPAC1 ag	aSyn rescue	EPAC2 antag	TDP-43 yeast inh	EPAC1 antagonist	PTHR1 agonist	EPAC2 ag
Cc1ccc(CNC(=O)Cn2c(=O)n(CC(=O)N3CCCCC3)c(=O)c3sccc32)cc1	-5%	-12%	-9%	5%	14%	-8%	i	11%
CCN(CC)CCN(C(=O)C1=COCCO1)c1nc2ccc(C)cc2s1	1%	1%	6%	8%	-4%	2%	22%	-1%
S=C(Nc1ccc2nc(-c3ccccn3)c(-c3ccccn3)nc2c1)N1CCCCC1	43%	-1%	-2%	12%	-2%	-5%	i	0%
COc1ccccc1CNC(=O)[C@H](Cc1c[nH]c2ccccc12)NC(=O)[C@@H]1Cc2ccccc2CN1	0%	-2%	-1%	-2%	8%	2%	i	3%
O=C(/C=C\Nc1ccccc1Br)c1ccc2c(c1)OCO2	10%	22%	-13%	11%	3%	-1%	-62%[inhibitor]	2%
Cc1ccc(OCc2ccc(C(=O)Nc3nccs3)o2)cc1C	23%	21%	-14%	5%	-5%	5%	i	15%
S=c1[nH]nc(-c2cccs2)n1Cc1ccccc1	-1%	2%	-5%	2%	3%	-28%	i	11%
Cc1ccc(S(=O)(=O)Nc2ccc3ccccc3c2)cc1	.	12%	?	-13%	-53%[inhibitor]	-7%	-38%[inhibitor]	3%
CCC(C)NC(=O)CSc1nnc(-c2cc(-c3ccc(C)cc3)nc3ccccc23)n1N (configuration not stated)	0%	-12%	3%	-2%	0%	-5%	i	-8%
Cc1ccc(NC(=O)C2CCCN(S(=O)(=O)c3cnc[nH]3)C2)cc1F (configuration not stated)	-9%	-5%	0%	8%	-11%	-24%	-19%	5%
O=C(CCCCCN1C(=O)c2cccc3cccc(c23)C1=O)NCc1ccco1	22%	-3%	-3%	-6%	-23%	-2%	i	13%
O=C(O)c1ccc(COc2c(F)c(F)cc(F)c2F)cc1	20%	-6%	16%	-5%	-21%	?	-1%[57.5 µM]	-5%
CCN(C(=O)c1ccc(S(=O)(=O)N2CCCC2)cc1)C1CCS(=O)(=O)C1 (configuration not stated)	-1%	13%	1%	-1%	-17%	3%	i	1%
Cc1cc(C(=O)NCc2cccnc2)no1	14%	9%	-5%	4%	-25%	10%	i	-5%
O=C(NCCc1cnc[nH]1)c1cccs1	-20%	3%	-26%	-1%	13%	-10%	i	9%

# Screening results as filed in PubChem.

# Some of the compounds tested, so the mix of outcomes need not match the whole.
